# Screening results deposited in PubChem by NCI.
# Growth percent in the NCI-60 one-dose screen (48 h, 10 µM unless noted): 100 = growth as untreated, 0 = no growth, -100 = all killed.
# NCI-H23 = NCI-H23 lung cancer | actives 4% (n = 80,000)
# NCI/ADR-RES = NCI/ADR-RES ovarian cells. actives 4.4% (n = 81,000)
# IGROV1 = IGROV1 ovarian cancer; actives 4.7% (n = 79,000); AID 1794786
# OVCAR-3 = OVCAR-3 ovarian cancer | actives 7% (n = 79,000)
# NCI-H522 = NCI-H522 lung cancer; AID 1794739; actives 8% (n = 78,000)
# OVCAR-4 = OVCAR-4 ovarian cancer cells | actives 3.7% (n = 80,000)
# OVCAR-5 = OVCAR-5 ovarian cancer; actives 2.9% (n = 82,000)
# OVCAR-8 = OVCAR-8 ovarian cancer. actives 4.4% (n = 81,000)
# SK-OV-3 = SK-OV-3 ovarian cancer cells; AID 1794785; actives 3.2% (n = 80,000)
# Active calls of the source: *; x = not tested or not shown; & = joins results of further samples; ! = repeats disagree. The calls were made as follows: active = growth percent below 10; inactive = the rest. This is a subset. The share of hits here may be higher or lower than overall.
# The line under a structure holds: SK-OV-3	NCI-H522	OVCAR-8	OVCAR-3	OVCAR-4	NCI/ADR-RES	NCI-H23	IGROV1	OVCAR-5
- O=C1NC(=O)C2(CCCC2)C(=O)N1
    101&112	98	108&104	105&113	104&111	104&112	106&115	116&116	100&100
- c1ccc(C2(NC3=NCCO3)CCCCC2)cc1
    117	115	97	108	104	111	106	125	98
- CC(C)NC(=O)N(CCCCBr)N=O
    96	93	110	107	103	107	96	92	108
- CCC(C)C(CC)C(=O)NC(N)=O (configuration not stated)
    111	83	111	110	107	115	110	x	112
- CC(=O)ONc1ccc([N+](=O)[O-])c(C(F)(F)F)c1
    95	98	109	104	98	101	92	107	103
- c1ccc(CCN2CCOCC2)cc1
    98	80	100	100	113	108	99	117	115
- Nc1ncc(Sc2nc3ccc(Cl)cc3c(=O)n2-c2ccccc2)s1
    100	86	111	125	100	97	89	90	106
- CC1CN1P(=O)(Oc1ccc(Cl)cc1)N1CC1C (configuration not stated)
    101	x	98	103	105	104	106	85	103
- O=C(/C=C/c1ccccc1Cl)c1nc2ccccc2n1Cc1ccc(F)cc1
    8.3*	-81*	-66*	-51*	4.4*	-56*	-78*	-78*	-66*
- C/C=C(\CC)C1(CC)C(=O)NC(=S)NC1=O
    109&98	104&100	95&107	101&108	100&112	102&103	99&97	110&128	97&93
- CN(C)CCC#N
    113	99	103	119	102	108	105	105	x
- CN(C)C(=O)Oc1cc(Cl)c(Cl)cc1Cl
    109	88	105	109	109	108	100	109	103
- N#Cc1cc([N+](=O)[O-])cc([N+](=O)[O-])c1
    103	83	107	119	97	98	100	116	108
- Nc1nnns1
    110	105	89	110	108	96	106	163	99
- CC1=C(C)CC2(C(=O)NC(=O)NC2=O)C(C)C1 (configuration not stated)
    100	107	109	105	95	104	100	120	103
- C#CC1(O)CCC2C3CCC4=CC(=O)CCC4(C)C3CCC21C (configuration not stated)
    91	101	106	116	107	94	92	102	x
- CNC(=S)NCCN1CC1
    100	109	95	114	110	x	100	112	99
- COc1ccc(/C=C(/C)[N+](=O)[O-])cc1OC
    108&112	-73*	6.5*	-100*	33	3.3*!	58&62	-21*!	67&91
- O=P(O)(O)CCCP(=O)(O)O
    103	113	110	126	114	110	110	110	102
- CC/C(Cc1ccccc1)=C(\c1ccc(OCCN2CCCC2)cc1)c1ccc(OC(=O)NCc2ccccc2)cc1
    92	81	62	78	60	88	91	40	76
- ClCCN(CCCl)c1nc(Cl)c(C2CC(c3ccc4c(c3)OCO4)=NN2c2cc(Cl)cc(Cl)c2)s1 (configuration not stated)
    94	92	93	104	96	97	100	89	96
- C[n+]1c(/C=C/c2ccc(N(CCCl)CCCl)cc2)oc2ccccc21
    78	54	77	104	96	85	86	95	106
- COC(=O)[C@@H](C)C[C@H](Cc1ccccc1)NC(=O)c1csc([C@@H](C[C@H](C(C)C)N(C)C(=O)[C@@H](NC(=O)[C@H]2CCCCN2C)C(C(F)(F)F)C(F)(F)F)OC(C)=O)n1
    16	-8.2*	17	-42*	44	24	45	20	40
- CCCCOP(=S)(OCCCC)SC1(SC)SSC=C1CC(C)(C)C (configuration not stated)
    116	108	117	110	111	119	108	107	109
- O=C1NC(=S)NC(=O)C1=Cc1c(Cl)cccc1Cl
    119	148	100	130	108	104	112	106	121
- CCOP(=O)(OCC)Oc1ccc(Sc2ccc(OP(=O)(OCC)OCC)cc2)cc1
    103	91	100	111	116	94	x	98	105
- OCCSSCCO
    107	x	98	106	93	114	117	112	97
- S=P(SP(=S)(c1ccccc1)c1ccccc1)(c1ccccc1)c1ccccc1
    106	89	104	104	111	104	99	119	95
- CC[C@H](C)[C@H](NC(=O)C12CC(NC)(C1)C2)C(=O)N(C)[C@H](C[C@@H](OC(C)=O)c1nc(C(=O)N[C@@H](Cc2ccccc2)C[C@H](C)C(=O)OC)cs1)C(C)C
    40	-24*	17	-14*	50	69	15	30	53
- O=c1c2ccccc2c2c3n1CC(O)CNC3CCC2 (configuration not stated)
    108	97	108	x	98	101	99	98	95

# An excerpt from above in order of length of the SMILES, ascending:
# The line under a structure holds: SK-OV-3	NCI-H522	OVCAR-8	OVCAR-3	OVCAR-4	NCI/ADR-RES	NCI-H23	IGROV1	OVCAR-5
- c1ccc(CCN2CCOCC2)cc1
    98	80	100	100	113	108	99	117	115
- CN(C)C(=O)Oc1cc(Cl)c(Cl)cc1Cl
    109	88	105	109	109	108	100	109	103
- O=c1c2ccccc2c2c3n1CC(O)CNC3CCC2 (configuration not stated)
    108	97	108	x	98	101	99	98	95
- CC1=C(C)CC2(C(=O)NC(=O)NC2=O)C(C)C1 (configuration not stated)
    100	107	109	105	95	104	100	120	103
- CCOP(=O)(OCC)Oc1ccc(Sc2ccc(OP(=O)(OCC)OCC)cc2)cc1
    103	91	100	111	116	94	x	98	105
- COC(=O)[C@@H](C)C[C@H](Cc1ccccc1)NC(=O)c1csc([C@@H](C[C@H](C(C)C)N(C)C(=O)[C@@H](NC(=O)[C@H]2CCCCN2C)C(C(F)(F)F)C(F)(F)F)OC(C)=O)n1
    16	-8.2*	17	-42*	44	24	45	20	40

# Compound profiles (already shown). Order of screens: SK-OV-3, NCI-H522, OVCAR-8, OVCAR-3, OVCAR-4, NCI/ADR-RES, NCI-H23, IGROV1, OVCAR-5
# Record of C/C=C(\CC)C1(CC)C(=O)NC(=S)NC1=O = 109&98, 104&100, 95&107, 101&108, 100&112, 102&103, 99&97, 110&128, 97&93
# Record of O=c1c2ccccc2c2c3n1CC(O)CNC3CCC2 (configuration not stated) = 108, 97, 108, x, 98, 101, 99, 98, 95
# Record of OCCSSCCO = 107, x, 98, 106, 93, 114, 117, 112, 97

# The list goes on:
# The line under a structure holds: SK-OV-3	NCI-H522	OVCAR-8	OVCAR-3	OVCAR-4	NCI/ADR-RES	NCI-H23	IGROV1	OVCAR-5
- Cc1ccc(OP2(=O)Nc3cc(C)c(C)cc3S2)cc1 (configuration not stated)
    122	100	100	126	94	103	93	92	122
- CCOC(=O)C(CCC(=O)O)NC(=O)OCc1ccccc1 (configuration not stated)
    104	107	104	114	x	105	109	107	91
- N#Cc1cnccn1
    112	103	98	112	110	102	95	107	101
- O=C(O)C(O)(c1ccccc1)c1cccc2ccccc12 (configuration not stated)
    104	94	111	111	103	98	97	98	107
- CCOC(=O)N1CC1
    111	92	101	111	93	98	107	94	97
- N#CC(C#N)=Cc1ccco1
    120	101	100	103	109	103	103	101	107
- Cc1ccccc1NC(=O)CBr
    93	102	106	111	103	105	94	x	114
- NC(=O)CCC(NC(=O)CF)C(=O)O (configuration not stated)
    111	x	97	111	121	107	105	97	104
- COc1cc(C)c(OC)c2c1CCN(C)C2
    91	79	105	102	105	104	101	105	104
- CC/C(=C\c1ccc(Cl)cc1)[N+](=O)[O-]
    115	98	86	106	105	108	105	86	92
- Cc1c(O)c(CN(CC(C)Cl)CC(C)Cl)cc(CN(CC(C)Cl)CC(C)Cl)c1O (configuration not stated)
    98	92	90	113	94	97	104	74	100
- COc1ccc(C2C=C(C)Oc3c2c(=O)oc2ccccc32)cc1OC (configuration not stated)
    113	97	102	110	93	102	109	94	105
- COc1ccc(NC(=O)N2CC2)cc1
    97	92	101	117	130	104	103	116	101
- CC(C)(C)NCC(O)c1ccccc1Cl (configuration not stated)
    9.2*	-37*	9.9*	-26*	60	86	25	45	11
- Cc1cccc(-c2nc3c(s2)CC[C@@]2(C)C3=CC[C@H]3[C@@H]4CC[C@H](O)[C@@]4(C)CC[C@@H]32)c1
    97	77	88	92	97	86	87	108	103
- CCCCOP(=O)(N1CC1)N1CC1
    105	x	100	105	119	105	105	87	103
- O=[N+]([O-])c1cc(Cl)cc(Cl)c1
    123	123	104	111	106	103	101	89	96
- CO[C@H]1[C@H](O[C@@H]2C[C@@H]3C/C=C/C(=O)O[C@@H](CO)C[C@H](O)[C@@H]4C[C@H](C)[C@H](C/C=C\C=C\[C@H](C)C[C@H](C2)O3)O4)O[C@@H](C)[C@H](O)[C@H]1O
    54	27	43	60	30	56	23	71	71
- CC[C@@H](C)/C=C(C)/C=C/C(=O)c1c(O)c(-c2ccc(O)cc2)cn(O)c1=O
    18	22	5.0*	26	x	1.5*	20	5.5*	x
- O=C(CCl)Nc1ccccc1Cl
    103	102	95	106	95	99	82	114	106
- C#CC(/C=C/Cl)(CC)OC(N)=O (configuration not stated)
    107	95	98	110	104	102	98	105	98
- COC(=O)C[C@](O)(CCCC(C)C)C(=O)O[C@H]1C(OC)=C[C@@]23CCCN2CCc2cc4c(cc2[C@@H]13)OCO4
    0.5*	-59*	-21*	-31*	-9.3*	14	-25*	8.8*	5.4*
- CN(C)C1C(=O)C(C(N)=O)=C(O)C2(O)C(=O)C3=C(O)c4c(O)cccc4C(C)(O)C3C(O)C12 (configuration not stated)
    114	24	106	113	108	14	41	x	85
- CCOP(=O)(OCC)OC(=C(Cl)Cl)c1cc(Cl)ccc1Cl
    102	83	106	x	114	100	95	95	107
- CCC(=O)C(CC(C)[N+](C)(C)C)(c1ccccc1)c1ccccc1 (configuration not stated)
    97	86	100	71	110	102	92	101	97
- Cc1ccc(C(=O)Nc2ccc(CCN3CCN(CCCl)CC3)cc2)cc1Nc1ncnc2nc[nH]c12
    97	85	102	90	81	99	72	75	95
- CCOP(=S)(OCC)Oc1c(Cl)c(Cl)c(Cl)c(Cl)c1Cl
    113	98	106	109	90	96	84	82	85
- O=C1NC(=S)NC(=O)C1=Cc1ccco1
    106	52	110	126	97	101	110	x	98
- Cc1cc(C)c(CBr)c(C)c1
    104	90	99	113	127	103	100	99	97
- O=[N+]([O-])c1ccc(C(Br)Br)cc1
    100	x	88	90	87	92	91	72	107

# Three entries from above, reformatted.
SMILES,SK-OV-3,NCI-H522,OVCAR-8,OVCAR-3,OVCAR-4,NCI/ADR-RES,NCI-H23,IGROV1,OVCAR-5
Cc1cccc(-c2nc3c(s2)CC[C@@]2(C)C3=CC[C@H]3[C@@H]4CC[C@H](O)[C@@]4(C)CC[C@@H]32)c1,97,77,88,92,97,86,87,108,103
CCC(=O)C(CC(C)[N+](C)(C)C)(c1ccccc1)c1ccccc1 (configuration not stated),97,86,100,71,110,102,92,101,97
S=P(SP(=S)(c1ccccc1)c1ccccc1)(c1ccccc1)c1ccccc1,106,89,104,104,111,104,99,119,95

# Following part
# The line under a structure holds: SK-OV-3	NCI-H522	OVCAR-8	OVCAR-3	OVCAR-4	NCI/ADR-RES	NCI-H23	IGROV1	OVCAR-5
- CN1CCN(c2ncnc3cc[nH]c23)CC1
    109	106	102	125	110	x	109	108	103
- c1ccc(CC(c2ccccc2)N2CCOCC2)cc1 (configuration not stated)
    109	85	97	106	100	95	99	104	101
- O=C(CCN1CC1)NCO
    106	107	104	106	116	99	98	117	101
- CC1=C([Te]c2ccccc2)C(=O)c2ccccc2C1=O
    -38*	-15*	-16*	-78*	-72*	-23*	-34*	-21*	-72*
- CC(Cl)CN(CC(C)Cl)c1ccc2c(c1)Cc1cc(F)ccc1-2 (configuration not stated)
    93	70	85	92	107	83	86	65	103
- NC(=Nc1ccccc1)N[N+](=O)[O-]
    98	115	119	110	97	101	94	121	91
- CCN(CCOS(=O)(=O)O)C1c2ccccc2-c2ccccc21
    112	91	96	106	99	97	98	105	102
- COC(=O)CCC(=O)c1ccc(Cl)cc1
    105	103	106	104	102	99	94	107	98
- CC1(C)COP(=O)(c2ccccc2)N1 (configuration not stated)
    107	100	107	112	104	105	108	113	107
- C/C(=C\c1ccn(-c2ccc(N)cc2F)n1)[C@@H]1C[C@@H]2O[C@]2(C)CCC[C@H](C)[C@H](O)[C@@H](C)C(=O)C(C)(C)[C@@H](O)CC(=O)O1
    34	10	19	-4.4*	61	-12*	25	35	23
- O=C(Nc1ccc(S(=O)(=O)F)cc1)Oc1ccccc1
    102	x	101	105	97	103	98	99	102
- COc1ccccc1CC(N)c1ccccc1OC (configuration not stated)
    104	106	102	119	103	104	99	111	103
- CCOc1cc(C=O)ccc1O
    96	111	97	107	97	103	100	96	94
- CC(CN(C)C)c1[nH]nc2ccccc12 (configuration not stated)
    118	103	107	106	114	109	109	101	124
- CC(C)(c1ccc(O)c(Cl)c1)c1ccc(O)c(Cl)c1
    99	62	83	95	81	87	95	98	113
- Cc1ccc2c(C)cccc2c1
    113	97	92	108	100	102	97	109	94
- CC(/C=N/N=C(N)N)=N/N=C(N)N
    97	117	78	80	92	74	95	x	84

# An excerpt of these results, field by field:
> CCOC(=O)C(CCC(=O)O)NC(=O)OCc1ccccc1 (configuration not stated)
- SK-OV-3: 104
- NCI-H522: 107
- OVCAR-8: 104
- OVCAR-3: 114
- OVCAR-4: x
- NCI/ADR-RES: 105
- NCI-H23: 109
- IGROV1: 107
- OVCAR-5: 91

> N#Cc1cnccn1
- SK-OV-3: 112
- NCI-H522: 103
- OVCAR-8: 98
- OVCAR-3: 112
- OVCAR-4: 110
- NCI/ADR-RES: 102
- NCI-H23: 95
- IGROV1: 107
- OVCAR-5: 101
